RPL19A TOR yeast – alters RPL19A-GFP fluorescence in TOR pathway yeast screen | S. cerevisiae RPL19A-GFP strain, flow cytometry, 3 h; stronger effect = lower value | percent response vs DMSO, % at 10 µM | actives 0.3% (n = 330,000);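 active = percent response vs DMSO below 50%; inconclusive = fewer than 70 events counted for the yeast strain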;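 note: median channel GFP fluorescence of the barcoded RPL19A-GFP strain; ratio of sample median GFP to plate DMSO average so 100% = DMSO; lower means less RPL19A-GFP as with rapamycin TOR inhibition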
CIT2-GFP yeast – yeast TOR pathway CIT2-GFP modulation; GFP response vs DMSO, % at 10 µM; S. cerevisiae CIT2-GFP strain, flow cytometry, 3 h; 100 means same as DMSO wells; actives 0.065% (n = 320,000); AID 2029;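 active = GFP response relative to DMSO above a set limit, near the screen mean plus 3 SD, cut at about 150% in these data; inconclusive = Fewer than 70 cells measured for a yeast strain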;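 note: ratio of well median GFP fluorescence to mean of DMSO wells on the plate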
LAP4 TOR yeast – modulators of TOR pathway LAP4-GFP in S. cerevisiae. S. cerevisiae LAP4-GFP multiplex, flow cytometry GFP, 3 h; median GFP as percent of DMSO wells. GFP response vs DMSO, % at 10 µM. actives 0.34% (n = 320,000);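 active = GFP response vs DMSO above a set limit, about the screen mean plus 3 SD, cut at about 150% in these data; inconclusive = under 70 cell events counted for the yeast strain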
VLA-4 inh – inhibition in a human VLA-4 binding assay; actives 0.2% (n = 330,000); VLA-4 expressing cells, ligand binding flow cytometry; inhibition, % (about 7 µM as worked out from the volumes in the protocol); in the data active = inhibition above about 50%
MEP2-GFP yeast – yeast TOR pathway MEP2-GFP modulation; S. cerevisiae MEP2-GFP strain, flow cytometry GFP, 3 h; 100% = DMSO control level; GFP response vs DMSO, % at 10 µM; actives 0.51% (n = 330,000); AID 2016;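 active = GFP response versus DMSO above a set limit, roughly screen mean plus 3 SD, cut at about 180% in these data; inconclusive = fewer than 70 cells counted for a yeast strain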;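 note: median GFP fluorescence of the barcode-gated MEP2-GFP cells per well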
GASC-1 inh – human JMJD2C demethylase inhibition | GST-JMJD2C(1-420) H3K9me3 demethylation, DELFIA europium | Q9H3R0 | inhibition, % at 2.35 µM | actives 0.069% (n = 330,000);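 active = more than half of a compound's replicate wells show inhibition beyond 50%, single wells judged on their own value; inconclusive = some, but no more than half, of replicates pass 50% inhibition; inactive = no replicate passes 50% inhibition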;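 note: signal counts dimethyl H3K9 product captured on neutravidin plate; 0% = median of DMSO wells and 100% = 0.3 times that DMSO median; strong numbers were not always called active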
Target sequence (Q9H3R0 1-420 limits assumed): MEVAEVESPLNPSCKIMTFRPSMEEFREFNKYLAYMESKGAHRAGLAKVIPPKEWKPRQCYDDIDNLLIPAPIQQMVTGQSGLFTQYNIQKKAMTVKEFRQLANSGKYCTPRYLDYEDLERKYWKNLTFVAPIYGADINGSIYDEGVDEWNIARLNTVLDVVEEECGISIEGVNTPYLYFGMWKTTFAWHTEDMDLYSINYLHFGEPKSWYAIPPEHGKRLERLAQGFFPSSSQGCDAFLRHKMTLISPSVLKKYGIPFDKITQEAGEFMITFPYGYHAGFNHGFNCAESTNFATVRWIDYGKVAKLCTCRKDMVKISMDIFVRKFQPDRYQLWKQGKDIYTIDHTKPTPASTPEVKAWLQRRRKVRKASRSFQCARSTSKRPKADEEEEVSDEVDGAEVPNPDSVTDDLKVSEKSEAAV
GRK2 aptamer HTS – inhibitors of human GRK2 displacing RNA aptamer; P25098; bead flow cytometry, FAM-aptamer displacement from GRK2; inhibition of aptamer binding, % at 10 µM; actives 0.59% (n = 330,000); AID 488847;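 active = inhibition of aptamer binding above 40%, roughly 3 SD of noise, on plates passing a quality check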;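 note: median bead fluorescence of bound FAM aptamer so fluorescent compounds give negative values; no value below 0 was filed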
Target sequence (P25098 whole entry, looked up): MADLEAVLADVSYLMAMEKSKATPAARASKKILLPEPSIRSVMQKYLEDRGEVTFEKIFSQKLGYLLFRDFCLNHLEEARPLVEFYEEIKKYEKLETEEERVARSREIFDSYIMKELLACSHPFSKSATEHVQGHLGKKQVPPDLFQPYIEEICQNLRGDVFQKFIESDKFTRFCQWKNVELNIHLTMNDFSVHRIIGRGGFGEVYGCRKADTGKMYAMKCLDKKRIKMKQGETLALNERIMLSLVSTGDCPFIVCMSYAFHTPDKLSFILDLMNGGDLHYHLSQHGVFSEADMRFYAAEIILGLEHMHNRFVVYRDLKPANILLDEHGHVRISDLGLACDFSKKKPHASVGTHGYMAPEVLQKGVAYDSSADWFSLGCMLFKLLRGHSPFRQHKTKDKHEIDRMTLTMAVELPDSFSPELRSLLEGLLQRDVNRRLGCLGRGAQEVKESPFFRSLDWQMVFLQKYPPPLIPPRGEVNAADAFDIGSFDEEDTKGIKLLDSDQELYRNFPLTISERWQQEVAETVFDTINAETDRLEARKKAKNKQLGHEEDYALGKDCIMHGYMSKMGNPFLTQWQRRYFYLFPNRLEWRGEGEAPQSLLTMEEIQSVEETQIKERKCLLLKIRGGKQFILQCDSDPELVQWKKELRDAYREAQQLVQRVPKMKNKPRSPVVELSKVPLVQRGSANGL
AGP1 TOR yeast – yeast TOR pathway AGP1-GFP modulation; GFP response vs DMSO, % at 10 µM; actives 0.02% (n = 320,000); AID 2066; S. cerevisiae AGP1-GFP multiplex flow cytometry, 3 h; GFP as percent of DMSO wells;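 active = GFP response relative to DMSO above a set limit, near screen average plus 3 SD, cut at about 150% in these data; inconclusive = fewer than 70 cells counted for the yeast strain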;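 note: median GFP channel fluorescence of the gated AGP1 strain per well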
The depositor's hits bear a star; ? = inconclusive; . = not tested or not shown; & = joins results of further samples; [ ] = another dose, or the depositor's remark.

RPL19A TOR yeast,CIT2-GFP yeast,LAP4 TOR yeast,VLA-4 inh,MEP2-GFP yeast,GASC-1 inh,GRK2 aptamer HTS,AGP1 TOR yeast,smiles
99,99,107,-2,104,-2,2,101,Cc1c(NC(=O)c2cnn3c2NC(c2ccccc2)CC3C(F)(F)F)c(=O)n(-c2ccccc2)n1C (stereo unspecified)
101,111,98,2,109,2,3,105,COc1ccc(NC(=S)N2CCC(NC(=O)c3ccco3)CC2)cc1
92,91,96,7,93,9,0,.,COc1ccc(C)cc1S(=O)(=O)NC1CCCC1
103,107,109,0,105,-21,0,113,COc1ccccc1CNC(=O)C(=O)NCCC1CCCCN1S(=O)(=O)c1ccc(C)cc1 (stereo unspecified)
97,101,116,-3,100,6,5,105,Cc1ccc(C(=O)OCC(=O)c2ccc(S(=O)(=O)N3CCCCC3)cc2)o1
103,108,106,-14,103,1,0,105,C[C@@H](NC(=O)CN1C(=O)c2ccccc2S1(=O)=O)c1ccccc1
96,108,99,-1,101,-7,0,100,COc1ccc(N=C2S/C(=C\c3ccc(C)s3)C(=O)N2CC(C)C)cc1
98,93,86,9,96,2,1,92,COc1cc(S(=O)(=O)N2CCCCC2)ccc1NC(=O)c1ccncc1
99,104,97,11,107,6,2,103,CCOC(=O)C1=NN(c2ccc(C)cc2)CC1C(=O)OC (stereo unspecified)
105,103,103,9,97,4,0,102,CC(=O)NS(=O)(=O)c1ccc(NC(=O)c2ccc3c(c2)C(=O)N(CCC(C)C)C3=O)cc1
97,98,98,0,100,0,1,96,O=C(COc1ccc(F)c(Cl)c1)Nc1ccc(N2CCOCC2)cc1
99,107,102,-3,99,-17,0,102,Cc1cc(C(F)F)n2ncc(C(=O)N3CCc4ccccc4C3)c2n1
106,98,109,0,109,-4,0,108,NS(=O)(=O)c1ccc(NC(=O)COC(=O)CSCc2ccc(F)cc2)cc1
95,84,105,3,91,-1,2,91,Cc1ccc(NC(=O)COC(=O)CCOc2ccccc2C)cc1
100,106,97,5,105,100&-6,0,113,COc1ccc(OC)c(CN(CCCN2CCOCC2)S(=O)(=O)c2ccc(NC(C)=O)cc2)c1
100,106,101,1,100,-4,3,105,CC(=O)OC(C(=O)Nc1ccccc1)C(C)S(=O)(=O)c1ccccc1 (stereo unspecified)
103,90,118,0,104,1,1,101,CCCCC(=O)/C=C/n1c(=S)oc2ccccc21
99,95,112,-3,97,-32,0,117,COc1ccc(S(=O)(=O)NCC(c2ccc(C)cc2)N2CCN(C)CC2)cc1 (stereo unspecified)
96,100,110,-12,97,-9,0,99,CCCc1nc2c(sc3nc4c(cc32)COC(C)(C)C4)c(=O)o1
102,103,110,7,103,4,0,101,CC(=O)NC12CC3CC(C1)CC(C(=O)N1CCN(C(=O)c4ccco4)CC1)(C3)C2
103,94,91,10,99,-6,0,99,O=C(COC(=O)[C@H](Cc1ccccc1)NC(=O)c1cccs1)Nc1cc(F)ccc1F
105,103,107,23,103,-7,1,104,Cc1cccc(-c2nc(CS(=O)CC(=O)NCCc3ccccc3)c(C)o2)c1 (stereo unspecified)
103,102,101,-10,102,0,0,95,COCCN(C(=O)CCC(=O)Nc1cc(C)on1)C(C(=O)NC(C)(C)C)c1ccc(OC)cc1 (stereo unspecified)
103,108,103,-2,106,-3,1,96,COc1ccc2c(c1)Cc1sc(NC(=O)c3cccs3)nc1-2
95,96,100,-6,99,9,0,98,Cc1ccc(S(=O)(=O)N[C@H](C(=O)OCn2nnc3ccccc3c2=O)C(C)C)cc1

Record cards, from the list above. Screens in order: RPL19A TOR yeast	CIT2-GFP yeast	LAP4 TOR yeast	VLA-4 inh	MEP2-GFP yeast	GASC-1 inh	GRK2 aptamer HTS	AGP1 TOR yeast
COc1ccc(OC)c(CN(CCCN2CCOCC2)S(=O)(=O)c2ccc(NC(C)=O)cc2)c1 across the screens: 100	106	97	5	105	100&-6	0	113
COCCN(C(=O)CCC(=O)Nc1cc(C)on1)C(C(=O)NC(C)(C)C)c1ccc(OC)cc1 (stereo unspecified) across the screens: 103	102	101	-10	102	0	0	95

(next part)
RPL19A TOR yeast,CIT2-GFP yeast,LAP4 TOR yeast,VLA-4 inh,MEP2-GFP yeast,GASC-1 inh,GRK2 aptamer HTS,AGP1 TOR yeast,smiles
107,100,89,3,96,2,6,103,Cc1ccc(-n2ncc3c2CCCC3NC(=O)CCCN2CCCCC2=O)cc1C (stereo unspecified)
96,99,84,4,100,-16,1,96,COC(=O)c1cc2oc(C)cc2n1CC(=O)N(C)c1ccccc1
100,103,103,3,105,3,2,99,COc1ccc(-c2c(C#N)c(N)nc3c2c(=O)n(C)c(=O)n3C)cc1
102,106,109,4,109,-10,0,103,CCc1ccc(N(CC(=O)O)S(=O)(=O)c2c(C)noc2C)cc1
93,90,104,12,101,2,1,97,Cc1ccc(OCc2nnc(SCC(=O)c3ccccc3)n2-c2ccccc2)cc1
99,102,97,10,103,-4,0,106,O=C(CC1CCCCC1)Nc1ncn[nH]1
95,98,102,0,102,-10,0,96,COC(=O)c1ccc(OCC2c3cc(OC)c(OC)cc3CCN2C(=O)c2ccco2)cc1 (stereo unspecified)
95,67,122,2,97,-1,1,79,COC(=O)[C@@]1(Cc2ccc(OC)cc2)[C@H]2c3cc(C(=O)N4CCCC4)n(C[C@H](O)CO)c3C[C@H]2CN1C(=O)c1ccccc1
103,93,107,4,99,0,0,104,O=C(NCC(=O)N1CCCC(C(F)(F)F)C1)c1ccco1 (stereo unspecified)
106,108,98,-3,108,-1,1,106,O=C(CN1CCOCC1)Nc1ccc(Cl)cn1
98,101,93,9,102,3,2,96,COc1cc(/C=C(\C#N)c2[nH]nc(N)c2C#N)cc(OC)c1O
95,90,98,20,95,-1,2,95,COc1ccc(-c2oc(/N=C/N3CCCC3)c(C#N)c2-c2ccc(OC)cc2)cc1
106,108,100,1,107,1,0,103,O=C(COc1ccccc1Cl)NCCCNC(=O)c1ccco1
83,91,167*,-16,127,0,0,109,CCN1CCN(C(=O)C2=CC(c3ccc(OC)cc3)=NS(=O)(=O)N2C)CC1
97,102,111,-6,95,10,0,102,NNC(=O)COc1cccc(C(F)(F)F)c1
100,94,101,12,94,2,2,103,O=Cc1ccc(Oc2cccc(C(F)(F)F)c2)nc1
107,131,73,4,100,-7,0,112,O=C1OCc2cccc3cccc1c23
92,103,84,3,98,-5,0,96,COc1cc(C(=O)Nc2cccnc2)cc(OC)c1OC
86[may fluoresce violet],?,?,7,?,1,1,?,CCNc1cc(S(=O)(=O)C(F)(F)F)ccc1N
104,99,110,11,101,-7,2,95,CC1=NN(c2ccc(C(F)(F)F)cn2)C(=O)C1
102,79,93,1,102,-6,2,87,COc1ccc(C2CC(=O)Oc3c2c(=O)n(C)c2ccccc32)c(OC)c1OC (stereo unspecified)
99,102,98,7,104,3,81*,93,CCC1=NNc2cccc3c(OC)ccc1c23
107,116,97,11,110,-3,5,109,COc1ccc(CCNC(=O)C2CCN(S(=O)(=O)c3ccc(NC(C)=O)cc3)CC2)cc1OC
104,96,113,6,108,3,2,101,CC(C)C(=O)Nc1ccc(Sc2ccc(F)cc2)cc1
105,101,121,2,110,-67,0,111,Cc1onc(-c2ccccc2)c1C(=O)NC1CCC(C)CC1 (stereo unspecified)

RPL19A TOR yeast,CIT2-GFP yeast,LAP4 TOR yeast,VLA-4 inh,MEP2-GFP yeast,GASC-1 inh,GRK2 aptamer HTS,AGP1 TOR yeast,smiles
103,97,95,-5,103,49,2,100,COc1ccc(CCn2c(=N)c(C(=O)NCC3CCCO3)cc3c(=O)n4ccccc4nc32)cc1OC (stereo unspecified)
109,110,101,-10,112,2,0,107,CCCCOCCCNC(=O)C1c2ccccc2Oc2ccccc21
97,88,90,29,95,4,0,96,CCOC(=O)CSc1nc2ccc(NC(=O)CSc3nnnn3Cc3ccccc3)cc2s1
102,89,91,21,98,-5,0,94,CCOc1ccc(NC(=O)C(Cc2ccccc2)NC(=O)C2CCCCC2)cc1 (stereo unspecified)
92,87,98,-8,92,.,0,92,CC(=O)C[C@H](O)CC(=O)[C@H]1OC(=O)CCCCC/C=C/Cc2ccccc21
?,?,?,8,?,7,4,?,COc1cc(C2NC(=O)NC(O)(C(F)(F)F)C2C(=O)c2cccs2)ccc1O (stereo unspecified)
104,101,103,28,108,6,0,103,CC1CN(C(=O)CCC(=O)NC2CCCCC2)c2ccccc2S1 (stereo unspecified)
104,94,88,-15,110,-4,0,92,CC1CCCN(C2(O)C(=O)Nc3ccc(Br)cc32)C1 (stereo unspecified)
101,95,107,8,96,-2,2,93,Cc1sc2ncnc(-n3nnc4ccccc43)c2c1C
95,98,98,6,122,10,0,94,Cc1ccc(CNC(=O)c2ccc(Cn3nc(C)cc3C)o2)cc1
103,96,121,11,103,1,0,107,O=C1c2ccccc2NC(c2ccc(-c3cccc(Cl)c3)o2)N1O (stereo unspecified)
99,88,97,-1,90,12,0,92,CC(C)NC(=S)NC(=O)/C=C/c1ccc(F)cc1
102,103,89,0,108,1,0,96,Cc1ccc(S(=O)(=O)N(CC(=O)NCC2CCCO2)Cc2ccc(F)cc2)cc1 (stereo unspecified)
97,96,106,8,104,9,5,101,O=C(c1cc([N+](=O)[O-])ccc1N1CCCC1)N1CCCC1
95,85,126,-7,88,-39,1,76,CCCn1nc2cc(C(=O)NCc3ccccc3OC)ccc2c1OCC
94,102,104,-13,103,8,0,103,CCOc1cc(/C=C2/N=C(C)C(C(=O)OC)=C2O)ccc1O
92,88,84,8,93,-11,0,86,CCC1Oc2ccccc2N(CC(=O)NC2CCCC2)C1=O (stereo unspecified)
100,106,112,15,111,16,1,103,CN1CCN(C(=S)c2cn(CCOc3ccccc3F)c3ccccc23)CC1
99,101,105,-6,104,2,4,109,COc1ccc(C2C(C(C)=O)=C(O)C(=O)N2CCCn2ccnc2)cc1 (stereo unspecified)
96,94,96,10,98,8,3,90,CCOC(=O)Nc1oc2ccccc2c(=O)c1C
99,99,98,1,109,1,5,103,Cc1cc(C)c(S(=O)(=O)NCc2cn3c(C)csc3n2)c(C)c1
102,96,85,6,88,0,0,69,COC(=O)[C@]1(C)CCC[C@@]2(C)C3CC[C@]4(OC(C)=O)C[C@@]3(CCC21)CC4=NO (stereo partly specified)
104,96,101,5,107,-9,1,103,O=C(CSCc1ccccc1Br)NC1CC1
98,107,91,-5,101,9,1,97,Cc1ccc(CNC(=O)CCS(=O)(=O)c2ccc3c(c2)CC(C)N3C(=O)C2CC2)cc1 (stereo unspecified)
93,96,94,0,93,-6,0,99,COc1ccc(NC(=O)N(Cc2cccnc2)Cc2ccccc2Cl)c(OC)c1

RPL19A TOR yeast,CIT2-GFP yeast,LAP4 TOR yeast,VLA-4 inh,MEP2-GFP yeast,GASC-1 inh,GRK2 aptamer HTS,AGP1 TOR yeast,smiles
106,110,105,11,96,-25,0,106,CCCNS(=O)(=O)c1ccc(CCC(=O)NCc2ccc3c(c2)OCO3)cc1
103,102,105,9,104,0,0,101,COc1ccc(NC(=O)N2CCCC2C(=O)NC2CCCC2)cc1 (stereo unspecified)
97,99,91,9,95,4,0,100,CC(C)(C)c1ccc(C(=O)NC(=S)Nc2sc3c(c2C#N)CCC3)cc1
97,82,93,-11,95,1,0,95,COCCOc1cc(NCc2ccccc2)c2ncn(C(C)C)c2c1
100,101,104,1,104,18,0,101,CCN(c1ccc(OC)cc1)S(=O)(=O)N1CCCC(C(=O)NCc2ccccc2Br)C1 (stereo unspecified)
99,95,100,-6,104,-3,1,101,Cc1cc(C)nc(SCc2nnc(SCC(=O)OC3CCCCC3)o2)n1
99,104,99,12,100,9,0,101,O=C(N/N=C/c1cccc([N+](=O)[O-])c1)C1CC(=O)N(c2ccc(Br)cc2)C1 (stereo unspecified)
